Mtb UGM inh = inhibitors of M. tuberculosis UDP-galactopyranose mutase. P9WIQ1. purified UGM, fluorescence polarization probe displacement. inhibition, % at 10 µM. hit rate 0.06% among 320,000; in the data active = inhibition above about 10%, passing the limit was not always enough; inconclusive = no clear call, values can overlap the other calls
Target sequence (P9WIQ1 whole entry, looked up): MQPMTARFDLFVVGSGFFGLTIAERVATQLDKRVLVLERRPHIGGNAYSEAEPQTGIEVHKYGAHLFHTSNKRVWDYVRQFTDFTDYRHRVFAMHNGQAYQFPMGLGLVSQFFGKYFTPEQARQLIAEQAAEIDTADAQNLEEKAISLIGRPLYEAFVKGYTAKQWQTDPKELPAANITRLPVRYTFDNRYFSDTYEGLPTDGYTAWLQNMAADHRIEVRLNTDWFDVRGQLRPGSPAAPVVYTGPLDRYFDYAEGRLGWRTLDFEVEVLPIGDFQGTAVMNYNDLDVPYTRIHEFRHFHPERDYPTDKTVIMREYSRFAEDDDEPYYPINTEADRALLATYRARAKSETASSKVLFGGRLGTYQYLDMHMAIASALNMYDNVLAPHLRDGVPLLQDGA
TcdB GH inh = blocks C. difficile toxin B glycohydrolase activity | hit rate 0.24% among 350,000 | P18177 | inhibition, % at 9.99 µM | TcdB glycohydrolase enzymatic assay, plate reader | AID 652162; in the data active = inhibition above about 10%
Vc quorum ag = inducers of Vibrio cholerae quorum light production without autoinducers; V. cholerae BH1578 lux reporter, luminescence, 6 h; AID 588436; activation, % at 18.7 µM; hit rate 0.16% among 350,000; in the data active = activation mostly above about 9.7%, no sharp cut-off; inconclusive = no clear call, values can overlap the other calls; inactive = mostly below about 3.7%; also: not every result past the cut was called active; inactives centre near 0; reference of the scale not given here
Y pestis TopoI = blocks Yersinia pestis topoisomerase I activity | Y. pestis Topo-I cleavage product accumulation, plate reader | activity, % at 10 µM | hit rate 0.064% among 360,000 | AID 504884; in the data active = activity above about 50%, passing the limit was not always enough; inconclusive = no clear call, values can overlap the other calls; also: inactives centre near 2
FBA Mtb inh = inhibits M. tuberculosis FBA enzyme; P9WQA3; purified M. tuberculosis FBA, fluorescence read-out; inhibition, % at 1 µM; hit rate 2.3% among 360,000; AID 588726; in the data active = inhibition above about 27%;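 also: 0% = vehicle and 100% = reference inhibitor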
Target sequence (P9WQA3 whole entry, looked up): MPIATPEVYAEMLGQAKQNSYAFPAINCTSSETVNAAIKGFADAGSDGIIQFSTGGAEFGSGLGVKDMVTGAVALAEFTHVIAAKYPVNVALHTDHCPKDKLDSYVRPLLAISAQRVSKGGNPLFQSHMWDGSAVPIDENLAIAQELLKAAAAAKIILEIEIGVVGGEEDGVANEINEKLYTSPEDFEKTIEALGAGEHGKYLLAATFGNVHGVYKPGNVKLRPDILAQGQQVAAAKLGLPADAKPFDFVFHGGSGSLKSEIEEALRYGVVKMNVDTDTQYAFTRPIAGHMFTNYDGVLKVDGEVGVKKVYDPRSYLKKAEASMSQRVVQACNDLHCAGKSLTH
GDH-TPI inh = GDH-TPI coupled enzyme inhibition counter-screen; GDH-TPI coupled enzyme counterscreen, NADH absorbance; inhibition, % at 4.8 µM; hit rate 1.2% among 360,000; AID 588335; in the data active = inhibition above about 30%;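 also: 0% = DMSO wells and 100% = wells lacking the enzyme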
FadD28 binding = blocks FadD28 binding to the bisubstrate probe; fluorescence polarization; inhibition, % at 12.5 µM; hit rate 0.22% among 360,000; in the data active = inhibition above about 8.5%, passing the limit was not always enough; inconclusive = no clear call, values can overlap the other calls
Mtb BioA inh = blocks M. tuberculosis BioA enzyme activity; purified M. tuberculosis BioA enzyme, plate reader; inhibition, % at 9.99 µM; hit rate 0.096% among 360,000; AID 602481; in the data active = inhibition above about 40%; inconclusive = no clear call, values can overlap the other calls
PfHsp40 rescue = rescue of PfHsp40-mediated yeast toxicity; AID 504582; hit rate 0.68% among 340,000; growth rescue, % at 12.5 µM; S. cerevisiae expressing PfHsp40, growth rescue, ATP luminescence; in the data active = growth rescue above about 28%, passing the limit was not always enough; inconclusive = no clear call, values can overlap the other calls;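 also: yeast W303a lacking pdr1 and pdr3 grown in galactose medium; growth measured after three days at 30 °C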
Active calls of the source: *; i = inactive; ? = inconclusive; nt = not tested or not shown.

Compound,FBA Mtb inh,Mtb UGM inh,Y pestis TopoI,TcdB GH inh,FadD28 binding,Vc quorum ag,PfHsp40 rescue,Mtb BioA inh,GDH-TPI inh
O=C(C1CC(c2ccccc2O)=NO1)N1CCC2(CC1)OCCO2 (stereo unspecified),3.9,1.3,-6.1,nt,0.4,-0.2,-0.6,-1.3,11.2
CN(CCN(C)C(C)(C)C)C(=O)C(c1ccccc1)c1ccccc1,0.1,-4.6,9.0,0.7,-2.4,-0.4,-1.3,-1.7,17.0
O=C(CN1C(=O)C2CCCCN2C(=O)c2ccccc21)Nc1ccc(F)cc1 (stereo unspecified),1.7,1.9,-0.7,1.0,-0.8,i,-1.9,nt,-6.6
CCCNC(=O)Nc1nnc(C2CC2)s1,1.9,-0.1,-7.9,0.2,-1.5,-0.1,-1.5,0.6,-4.8
COc1ccc(-n2c(C)csc2=S)cc1,-3.4,-0.2,-5.8,nt,-13.6,nt,-1.0,-0.8,5.8
C(=N\n1cnnc1)/c1ccccn1,2.9,-0.8,-6.6,nt,-2.5,-0.4,-0.8,1.2,-4.0
CCOc1ccccc1NC(=O)NNS(=O)(=O)c1cc(OC)ccc1OC,-0.9,-3.3,-13.2,1.7,-4.0,i,-0.8,-0.3,-5.9
CCOc1ccc(-n2nc3c(SCCN4CCCC4)nnc(C)c3c2C)cc1,2.2,-0.7,20.1,1.2,-3.0,-2.1,0.2,nt,11.4
CCCCNC(=O)C12CCC(C)(C(=O)C1Br)C2(C)C (stereo unspecified),2.3,-0.5,1.1,nt,-2.8,-0.7,-0.9,-1.9,8.0
Cc1cc(C(F)(F)F)nn1C(=O)c1cccnc1Cl,-1.8,1.6,3.0,nt,-1.7,nt,-0.5,-0.6,0.6
Cc1ccc(C(=O)N(C)CC(=O)Nc2ccc(F)c(F)c2F)o1,3.8,3.9,-3.1,0.6,-0.3,-2.2,-0.3,-4.4,6.9
O=C(/C=C/c1ccccc1)c1ccc2c3c(cccc13)CC2,3.8,0.3,3.3,nt,-1.8,2.1,0.0,nt,10.6
OCCN(CCO)Cc1ccc(Br)cc1,1.9,-1.8,1.2,-0.6,-0.5,i,-0.6,nt,6.2
CCn1c(=O)cc(OCC(=O)Nc2ccc3c(c2)OCCO3)c2ccccc21,-1.2,-0.2,18.4,nt,-4.4,12.5,1.1,8.2,-11.4
Cc1cccc(NC(=O)CNC(=O)Cn2cc(C(F)(F)F)cc(Cl)c2=O)c1C,-4.1,nt,3.1,-4.0,-3.0,i,-0.6,-0.9,1.8
O=C(Cc1ccc(Cl)cc1)c1c[nH]c(C(=O)NCc2cccnc2)c1,1.8,-1.4,3.2,1.0,-0.3,-0.3,-0.2,nt,-4.4
CC(C)NC(=O)Cn1cnc2c(cnn2-c2ccc(F)cc2)c1=O,5.0,-1.9,4.5,-0.4,-1.4,i,0.0,4.8,-1.6
COc1ccc(NC(=O)CN(C)C(=O)c2ccc(N3CCCCCC3)c([N+](=O)[O-])c2)cc1,-2.2,-2.5,12.1,0.7,-3.6,-1.2,0.6,0.0,-13.1
Cc1c(NC(=O)Cc2cccs2)cccc1[N+](=O)[O-],1.0,5.4,4.2,0.4,-1.8,-0.2,3.8,nt,2.9
CC(C)c1ccc(NC(=S)N2CCN(Cc3ccccc3)CC2)cc1,-0.6,-2.4,6.4,1.6,-1.0,-0.7,-0.5,-0.6,0.6
CC(=O)N1CCc2cc(S(=O)(=O)NC(C(=O)Nc3nc(C)cs3)C(C)C)ccc21 (stereo unspecified),-6.0,-1.8,-5.4,nt,-0.2,-10.0,-0.7,-3.8,11.2
Clc1cc(Cl)cc(C2=NC(Cc3ccccc3)CO2)c1 (stereo unspecified),3.3,-2.1,11.5,1.9,-4.1,-11.1,0.3,0.6,17.6
Cc1ccsc1/C=N/NC(=O)CNC(=O)c1ccco1,1.0,-0.2,3.8,1.3,-0.1,i,-1.4,nt,5.6
CCNC(=S)N1CCc2cc(OC)c(OC)cc2C1COc1ccc(F)cc1 (stereo unspecified),1.5,-1.8,14.5,-0.3,-3.7,2.3,0.6,3.1,-6.3
Cc1cccc(NC(=O)COC(=O)c2cccc3c2C(=O)c2ccccc2C3=O)c1C,-0.6,nt,3.2,nt,-1.3,i,4.0,4.1,1.9
NC(=O)c1ccc(NC(=O)COC(=O)c2cc3ccccc3cc2O)cc1,-0.4,-2.5,7.1,-0.7,-1.2,i,-2.3,-1.2,12.8
COc1ccc(CNc2cccc3[nH]c(C(F)(F)F)nc23)cc1OC,2.5,4.0,-11.2,0.6,-2.5,i,2.5,nt,10.2
Cc1ccc(-c2cc(C(=O)Nc3cccnc3)c3ccccc3n2)o1,2.3,1.9,4.3,1.0,-1.7,i,-0.1,14.9,13.2
CCN1CCN(c2c(Cl)cccc2NC(=O)c2ccc3nsnc3c2)CC1,-2.4,0.2,3.2,0.0,-2.8,i,-1.0,1.3,-2.1
O=CN1CCN(c2ncnc3c2nnn3Cc2c(F)cccc2Cl)CC1,0.6,-2.2,-3.3,0.4,-2.8,-0.5,-0.9,nt,3.7
CCCN1CCN(C(=O)c2cc3c(s2)-c2ccccc2OC3)CC1,186.4*,1.1,23.1,1.2,-0.6,-0.4,-0.8,17.1,32.7*
COc1cc(C(=O)Nc2cc(-c3ccccc3)[nH]n2)cc(OC)c1OC,0.7,-2.8,-0.5,nt,-1.5,i,1.7,-1.0,6.8
COc1ccc(-c2c(-c3ccccc3OC)sc3ccccc23)cc1C=O,1.1,-0.1,0.3,-0.5,-5.7,i,0.3,0.7,-8.4
CCNC(=S)NNC(=O)c1cccn(Cc2ccc(Cl)cc2Cl)c1=O,10.6,0.8,-2.0,-1.1,1.4,-1.3,0.2,0.6,32.0*
Cn1c(=NC(=O)c2ccc(S(=O)(=O)N3CCCc4ccccc43)cc2)sc2cc(S(C)(=O)=O)ccc21,1.0,-5.3,-0.7,nt,-2.6,-0.2,0.8,3.8,2.5
Cc1cc2oc(C(=O)Nc3c(C)n(C)n(-c4ccccc4)c3=O)c(C)c2cc1C,3.2,-1.2,3.5,nt,-1.7,i,-1.0,-0.5,-2.6
COCCN(C(=O)Cc1ccc(S(=O)(=O)N2CCOCC2)s1)c1c(N)n(CC(C)C)c(=O)[nH]c1=O,-1.9,nt,0.9,0.3,0.4,-5.5,1.6,-2.3,1.4
O=C(C[n+]1cccc(CNC(=O)c2ccc(OC(F)F)cc2)c1)Nc1cccc(C(F)(F)F)c1,3.5,-0.9,-18.3,nt,-5.3,-0.2,-1.0,3.1,3.7
N=C1/C(=C/c2ccc(Br)o2)C(=O)N=C2SC(CC(=O)N3CCCC3)=NN12,-5.4,0.9,1.5,0.2,-1.4,-0.9,-1.1,-0.3,25.0
Cc1ccc(-n2nnnc2SCC(=O)c2c(N)n(CC(C)C)c(=O)n(C)c2=O)cc1,2.0,0.7,-0.4,nt,0.1,-0.4,0.7,1.3,10.8
Cc1ncc(CN=Cc2ccc(Cl)cc2)c(N)n1,2.1,1.8,-6.6,1.6,-3.7,i,1.5,-0.4,-7.9
CCCc1cc(=S)n2c([nH]c3ccccc32)c1C#N,14.3,1.8,-1.9,1.5,-0.1,-0.4,1.8,nt,-0.7
OC(CSc1ccccc1)CN1CCN(c2cccc(Cl)c2)CC1 (stereo unspecified),-1.1,nt,11.8,1.3,-1.6,i,-1.7,-1.2,7.0
Cc1ccc(-n2c(SCC(=O)N3CCOCC3)nc(O)c(Cc3ccccc3)c2=O)cc1,-3.4,-3.2,5.0,0.8,-2.6,-0.3,-0.8,0.0,-5.2
O=C(NCc1ccc2c(c1)CCO2)Nc1ccccc1,4.0,0.9,-1.1,1.0,-1.1,-0.1,-0.8,nt,13.1
Cc1ccc(-c2nc3cccnc3o2)cc1NC(=O)COc1ccc(C(C)(C)C)cc1,-0.4,3.7,42.5,nt,0.9,0.3,0.4,-1.8,2.0
COc1cc2c(c(OC)c1OC)C(=O)C(=Cc1ccccc1)O2,-0.9,nt,18.4,1.4,-4.9,-0.8,0.6,-0.1,35.8*
O=C(NC(Cc1ccccc1)C(=O)O)/C(=C\c1ccc([N+](=O)[O-])cc1)NC(=O)c1ccco1 (stereo unspecified),-2.1,2.1,-1.2,2.0,-0.5,-0.6,1.6,0.5,19.6
Cc1cccc(N2CCN(C(=O)c3ccc(Cl)c(S(=O)(=O)N4CCc5ccccc5C4)c3)CC2)c1C,-0.3,-1.3,19.7,nt,-0.8,-0.2,-0.1,nt,2.2
Fc1ccc2nncc(SCc3ccccc3Cl)c2c1,2.0,nt,?,0.1,-1.2,i,5.8,0.3,18.5
CN1CCN(S(=O)(=O)c2cccc(C(=O)NCc3ccc(Cl)cc3)c2)CC1,63.7*,-0.5,-0.2,1.2,-3.1,i,-1.6,1.0,-6.3
COc1ccc2cc(C(=O)C3CCCN(C(=O)c4cccnc4)C3)ccc2c1 (stereo unspecified),162.9*,-0.6,22.4,-0.1,-2.6,i,1.6,3.6,17.7
Nc1cccc(S(=O)(=O)Nc2ccc(Br)cc2)c1,-1.9,-1.4,1.6,-1.3,-0.6,-0.2,0.9,2.9,3.4
CN(C(=O)COc1ccccc1)c1nnc(-c2cccnc2)s1,4.0,4.0,-1.7,nt,-2.2,-0.4,-0.3,2.1,-1.2
COc1cccc(S(=O)(=O)NCc2ccc(C(=O)NCc3ccco3)cc2)c1,-2.5,-0.6,16.3,nt,-7.1,i,0.3,nt,16.1
O/N=C/c1cc2ccccc2n1Cc1ccccc1F,2.5,0.1,2.6,1.5,-3.4,i,5.8,0.2,-4.9
O=C(COc1ccc(Cl)cc1)NCc1nnc(SCC(=O)N2CCCCC2)o1,6.7,-1.3,14.7,nt,-0.1,1.2,0.3,0.3,1.7
Cc1onc(-c2c(Cl)cccc2Cl)c1C(=O)N1CCN(c2ncccn2)CC1,1.6,-1.4,7.4,-0.3,-4.5,-0.3,-0.5,nt,1.9
S=C(NCc1cccs1)Nc1ccc(Br)cc1Cl,5.1,0.4,1.8,2.3,0.1,i,5.0,0.8,-1.9
COC(C(=O)NNC(=O)CCc1ccccc1)c1ccccc1 (stereo unspecified),-2.7,-3.3,2.0,2.8,-1.4,-0.1,-0.2,nt,0.9

Sorted by heavy-atom count (largest number first): 3 of the compounds above
Compound,FBA Mtb inh,Mtb UGM inh,Y pestis TopoI,TcdB GH inh,FadD28 binding,Vc quorum ag,PfHsp40 rescue,Mtb BioA inh,GDH-TPI inh
O=C(NC(Cc1ccccc1)C(=O)O)/C(=C\c1ccc([N+](=O)[O-])cc1)NC(=O)c1ccco1 (stereo unspecified),-2.1,2.1,-1.2,2.0,-0.5,-0.6,1.6,0.5,19.6
O=C(COc1ccc(Cl)cc1)NCc1nnc(SCC(=O)N2CCCCC2)o1,6.7,-1.3,14.7,nt,-0.1,1.2,0.3,0.3,1.7
CN1CCN(S(=O)(=O)c2cccc(C(=O)NCc3ccc(Cl)cc3)c2)CC1,63.7*,-0.5,-0.2,1.2,-3.1,i,-1.6,1.0,-6.3

(next part)
Compound,FBA Mtb inh,Mtb UGM inh,Y pestis TopoI,TcdB GH inh,FadD28 binding,Vc quorum ag,PfHsp40 rescue,Mtb BioA inh,GDH-TPI inh
Cc1ccc(C(=O)NC(=S)NNC(=O)CC#N)cc1,-2.9,3.5,-1.9,12.0*,-1.1,5.6,-0.4,nt,7.0
O=C(c1ccc(Cl)nc1)N1CCN(S(=O)(=O)c2ccc(Cl)cc2)CC1,0.6,-0.6,3.2,0.3,-3.9,-0.2,-1.4,1.7,0.0
COC(=O)C1=C(C)NC(=O)CC1c1ccccc1F (stereo unspecified),2.4,-5.2,1.5,0.6,1.8,1.2,-2.1,-0.8,-13.1
CN(C)/C=C1\Oc2ccc3ccccc3c2C1=O,11.2,4.4,7.7,-1.8,-2.2,-0.2,-0.4,nt,17.8
O=C1c2cccc3cccc(c23)C(=O)N1c1nncs1,20.2,-1.4,-2.0,nt,-1.4,0.3,-1.8,-0.5,27.1
Cc1ccc(NC(=S)NC2CC3CCCC(C2)N3Cc2ccco2)cc1 (stereo unspecified),-1.4,-0.9,-19.0,-0.2,-2.5,-0.3,-0.9,1.5,-3.5
O=C(O/N=C1/CCCc2occc21)c1ccccc1,0.4,1.6,1.4,nt,-1.7,-2.2,-1.4,1.0,0.8
COc1ccccc1-c1cc(C(=O)Nc2cc(C)n(Cc3ccc(Cl)cc3)n2)no1,2.8,-0.9,15.1,nt,-3.3,-0.4,-1.0,nt,-10.2
